Assay outcomes: PubChem, The Scripps Research Institute Molecular Screening Center
FBW7 act = human FBW7 E3 ligase activation, primary screen. AlphaScreen FBW7–phospho-cyclin E peptide binding, activator screen. normalized activity (activation), % at 26.1 µM. 650,000 compounds, 0.13% hits. AID 1259310; in the data active = normalized activity above about 1.9%;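 also: purified mutant Fbw7 with reduced substrate affinity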
Target sequence (Q969H0 whole entry, looked up): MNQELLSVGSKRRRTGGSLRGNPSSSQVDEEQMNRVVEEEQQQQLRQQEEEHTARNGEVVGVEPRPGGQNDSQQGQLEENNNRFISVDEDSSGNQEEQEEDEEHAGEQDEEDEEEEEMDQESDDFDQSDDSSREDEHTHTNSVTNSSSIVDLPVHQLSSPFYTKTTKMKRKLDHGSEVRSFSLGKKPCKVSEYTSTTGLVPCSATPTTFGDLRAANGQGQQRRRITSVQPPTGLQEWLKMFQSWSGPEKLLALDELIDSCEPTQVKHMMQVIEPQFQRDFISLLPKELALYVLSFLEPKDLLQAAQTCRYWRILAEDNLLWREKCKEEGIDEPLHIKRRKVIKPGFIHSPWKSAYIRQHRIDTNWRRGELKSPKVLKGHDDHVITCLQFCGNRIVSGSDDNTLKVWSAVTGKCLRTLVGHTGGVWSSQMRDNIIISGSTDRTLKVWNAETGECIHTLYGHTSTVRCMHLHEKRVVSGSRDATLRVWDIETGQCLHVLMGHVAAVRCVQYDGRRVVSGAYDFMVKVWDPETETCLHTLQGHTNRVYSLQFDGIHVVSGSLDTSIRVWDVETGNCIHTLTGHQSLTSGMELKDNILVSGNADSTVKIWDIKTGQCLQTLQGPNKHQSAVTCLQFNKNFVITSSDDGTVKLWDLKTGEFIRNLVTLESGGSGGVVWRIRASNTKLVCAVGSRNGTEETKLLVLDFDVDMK
TEAD-YAP inh = TEAD-YAP interaction inhibition. HEK-TIYL cells, TEAD-Gal4/YAP UAS-luciferase luminescence. inhibition, % at 9.12 µM. 640,000 compounds, 1.4% hits; in the data active = inhibition above about 32%;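 also: 0% = median of test compound wells and 100% = reference inhibitor wells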
MITF primary = human MITF inhibition, primary screen; O75030; inhibition, % at 2.6 µM; 650,000 compounds, 0.91% hits; AlphaScreen MITF homodimerization, bead proximity signal; in the data active = inhibition above about 50%;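 also: 0% = vehicle wells with protein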
GPR151 ag = human GPR151 activation | Q8TDV0 | PathHunter beta-arrestin GPR151 cells, luminescence | activation, % at 11.2 µM | 650,000 compounds, 1% hits; in the data active = activation above about 4.9%;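 also: 0% = median of compound wells and 100% = cells with positive control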
The depositor's hits bear a star. The order is random; overall some 3.4% were active at least once.

SMILES	FBW7 act	TEAD-YAP inh	MITF primary	GPR151 ag
O=S1(=O)N=C(CN2CCCN(Cc3ccccc3)CC2)Nc2ccccc21	-0.1	-9	21	-1.3
CC(=O)c1c(C)n([O-])c2cc(Cl)c(Cl)cc2[n+]1=O	-0.1	12	-9	-0.2
O=C(Nc1ccc2c(c1)OCCO2)N1CCC(CN2CCc3ccccc3C2)CC1	-0.2	-9	6	-1.2
CC1CCCCC1NC(=O)Cn1nc(-c2ccc(Cl)cc2)ccc1=O (centres undefined)	0.3	4	4	5.6*
COc1ccc(OC)c(C(C)NC(=O)C2CCN(c3nc4ccccc4n3C)CC2)c1 (centres undefined)	0.1	10	7	2.4
CCCCOC(=O)c1ccc(NC(=O)CN(C)C2CCN(C)CC2)cc1	-0.1	-27	58*	-1.0
COCCN1CCN(Cc2c(C(=O)N3CCCCC3)nc3c(C)cccn23)CC1	0.1	-10	17	0.0
COc1cccc(C(NC(=O)C2CCN(C(=O)c3ccc(C)cc3)CC2)c2ccccn2)c1 (centres undefined)	0.1	13	3	0.8
CNC(=O)c1nnc(Cc2ccc(OC)c(OC)c2)o1	0.0	-5	-14	-0.1
COc1cccc2c1OCC(C(=O)O)C2 (centres undefined)	-0.3	4	-1	-1.0
S=c1[nH]nc(-c2cccs2)n1CC1CCCO1 (centres undefined)	0.1	-2	-17	-2.2
COc1ccccc1CN1CCNC(=O)C1CC(=O)N1CCC(C)CC1 (centres undefined)	0.0	3	10	-0.7
C#CCSc1nc(-c2cccs2)ccc1C#N	0.3	-1	3	0.1
CCCOc1ccnc2c1c(=O)n(Cc1cccc(Cl)c1)c(=O)n2C	-0.1	-12	5	0.4
COc1cccc(N/C=C(\C#N)c2nc(-c3ccc([N+](=O)[O-])cc3)cs2)c1	-0.1	-4	-5	0.3
FC(F)(F)c1cccc(OCc2nn[nH]n2)c1	0.0	-1	1	0.7
O=C(Nc1cccc(Cl)c1)N1CCC2(CC1)NCCc1c2[nH]c2ccccc12	-0.2	-6	9	-1.3
CC1CCCCN1C(=O)c1cnc2sccn2c1=O (centres undefined)	0.0	8	14	1.5
CN1CCC(N(C)Cc2cc(Cl)ccc2[N+](=O)[O-])CC1	0.9	7	14	-0.3
O=C(COC(=O)c1c(F)cccc1Cl)NCC1CCCCC1	0.2	-9	17	-1.1
CCn1c[n+](CC(O)COc2c(C)cccc2C)c2cc(C)c(C)cc21 (centres undefined)	-0.1	11	-5	-0.9
N#C/C(=C\c1ccc(-c2ccc([N+](=O)[O-])cc2)o1)C(N)=O	0.0	0	-6	4.1
NC(=O)C1CCN(C(=O)c2ccc3c(c2)nc(SCC(=O)c2ccccc2)n2c4ccccc4nc32)CC1	0.1	11	18	2.2
CNC(=O)/C(C#N)=C/c1c(Oc2cccc(C)c2C)nc2ccccn2c1=O	0.0	28	9	-3.0
CC1CN(C(=O)N2CCC(C(=O)NC3CCCC3)CC2)c2cc(Cl)ccc2O1 (centres undefined)	0.2	-2	10	-1.5

Arranged by length of the SMILES (lowest first): part of the list above.
SMILES	FBW7 act	TEAD-YAP inh	MITF primary	GPR151 ag
CNC(=O)c1nnc(Cc2ccc(OC)c(OC)c2)o1	0.0	-5	-14	-0.1
N#C/C(=C\c1ccc(-c2ccc([N+](=O)[O-])cc2)o1)C(N)=O	0.0	0	-6	4.1
CC1CN(C(=O)N2CCC(C(=O)NC3CCCC3)CC2)c2cc(Cl)ccc2O1 (centres undefined)	0.2	-2	10	-1.5
COc1cccc(N/C=C(\C#N)c2nc(-c3ccc([N+](=O)[O-])cc3)cs2)c1	-0.1	-4	-5	0.3

Next entries.
SMILES	FBW7 act	TEAD-YAP inh	MITF primary	GPR151 ag
CCCCOc1ccc(C(=O)Nc2ccc3nc(SC)sc3c2)cc1	0.0	4	2	-0.1
CCOc1ccc(S(=O)(=O)N(CC(=O)Nc2cccc(Cl)c2)c2ccccc2)cc1	0.1	10	13	-1.8
COc1cccc2c(N/N=C/c3ccc(O)cc3O)cc(C)nc12	-0.4	-46	-10	-2.3
CN(C)/N=C/c1ccc(/C=C/C(=O)c2ccc(F)cc2)cc1	0.0	-28	6	-1.8
CCCCCCSc1nnc2c(n1)OC(/C=C/c1ccc([N+](=O)[O-])o1)Nc1ccccc1-2 (centres undefined)	0.0	17	16	-1.1
NC(=O)CSc1nnc2c3c4c(sc3ncn12)CCCC4	0.0	10	10	-0.9
Cc1nc(N(C)C2CCCCC2)c2cc(C)sc2n1	-0.1	-2	0	-1.0
Cc1ccccc1C(=O)NC(NCc1ccco1)C(Cl)(Cl)Cl (centres undefined)	0.3	4	14	-0.2
CCCCCC(=O)N/N=C(/C)c1ccc(O)cc1O	0.0	-11	-5	7.9*
COc1ccc(/C=C2\C(=O)NC(=O)N(c3ccccc3C)C2=O)cc1O	0.4	-8	12	-0.3
CCC(C)(CC(=O)O)CC(=O)N1CCC2(CC1)OCc1cc(F)ccc1O2 (centres undefined)	0.1	3	-5	-0.5
CCN(CC)S(=O)(=O)c1ccc(C(=O)NCc2nnc(SCC(=O)Nc3ccc(OC)cc3)n2-c2cc(OC)ccc2OC)cc1	-0.1	12	4	-0.6
Cc1cc2nn(-c3ccccc3)nc2cc1NC(=S)NC(=O)c1cccs1	-0.2	-60	3	-0.2
CCN1C(=O)/C(=C/c2ccc(OC)c(O)c2)C(=O)NC1=S	-0.1	-4	3	-1.6
Cc1ccc2c(c1)CCCN2C(=O)c1c(C)noc1C	0.0	9	2	1.9
O=C(NC(=S)NCc1nc2ccccc2[nH]1)C1CCCC1	0.1	0	4	0.2
CCCOc1ccc(C2C(=O)N(C3CCC(C)CC3)CC(=O)N2C2CCCC2)cc1OC (centres undefined)	0.0	-10	-1	1.0
O=C(COc1ccc(Br)cc1Cl)NC1CC1	-0.1	-36	-9	1.7
CC(C)C[C@H](NC1CCC(=O)N(Cc2ccc(F)cc2)CC1)C(N)=O (some centres undefined)	0.2	15	4	0.1
Clc1ccc(-c2cnc(NC3CC3)nc2)cc1	0.1	29	5	-0.1
CCCOc1cccc(C(=O)Nc2nc(-c3ccc(F)cc3F)cs2)c1	0.0	3	-5	0.5
C/C=C/Cn1c(NCCO)nc2c1c(=O)n(C)c(=O)n2C	-0.1	14	-14	0.0
Cc1ccc(NC(=O)C2C3NC(=O)NC2(C)Oc2ccccc23)c(C)c1 (centres undefined)	-0.1	3	-1	1.1
O=C(COC(=O)C1CCN(S(=O)(=O)c2cccc3cccnc23)CC1)c1ccc(F)cc1	0.0	-3	6	-0.1
CCOc1ccc(/C=C/C(=O)Oc2cccnc2)cc1	-0.1	10	-20	1.2

(next part)
SMILES	FBW7 act	TEAD-YAP inh	MITF primary	GPR151 ag
O=C(N/N=C/c1ccc(F)cc1)c1ccccc1O	-0.2	-35	-5	-2.4
O=C(/C=C/c1ccc([N+](=O)[O-])s1)Nc1nc(-c2ccncc2)cs1	0.1	5	2	1.2
Cc1noc(C)c1C(=O)N1CCC[C@@H](C(=O)c2ccccc2F)C1	0.0	2	13	0.2
Cc1ccc2nc(-c3ccc(SCC(=O)Nc4nnc(C)s4)nc3)[nH]c2c1	0.0	-78	18	-6.0
Cc1ccoc1C(=O)NCCNC(=O)c1occc1C	-0.1	1	7	-0.4
S=c1[nH]nc(-c2ccncc2)n1C1CC1	0.7	2	2	-0.6
CCCOc1ccc(C(=O)Nc2ccc(C(=O)Nc3ccc(-c4nc5ccccc5o4)cc3)cc2)cc1	-0.1	3	3	-0.6
Cc1ncc(-c2ccncc2)c(C2CCN(C(=O)c3cnccn3)CC2)n1	0.5	-13	6	-0.2
O=C(c1ccccc1)C1Nc2ccccc2-c2nnc(SCc3ccccc3)nc2O1 (centres undefined)	0.0	-2	14	-0.2
O=C(CSc1nc2ccccc2c(=O)n1CC1CCC(C(=O)NCCc2ccccc2)CC1)Nc1ccccc1Cl (centres undefined)	0.0	-6	3	-0.4
CCC(=O)c1cc2c(cc1N)OCCO2	0.1	2	12	-0.1
CCCCOc1ccc(OCCNCC(C)O)cc1 (centres undefined)	-0.1	-3	16	0.0
CCSc1nc(C)c(CC)c(=O)[nH]1	0.0	3	8	-0.8
Cc1cc(/C=C2\C(=O)NC(=O)N(c3cccc(F)c3)C2=O)c(C)n1-c1cccc([N+](=O)[O-])c1	-0.1	8	12	0.7
O=C(CNC(=O)c1cccc2ccccc12)N/N=C/c1ccc(Cl)cc1	0.1	-1	8	2.1
CC(C)c1c(O)nc(SCC(=O)NCc2ccco2)[nH]c1=O	0.0	11	8	3.4
Clc1ccccc1-c1ccc(/C=C/c2nc3ccccc3o2)o1	1.4	-3	5	1.3
O=C(CSc1nnnn1C1CCCC1)NCc1ccco1	-0.2	-6	2	1.1
CC(C)n1cnc2c(NCc3ccccc3)nc(Nc3ccncn3)nc21	0.2	-11	10	-0.3
Cc1nnc(SCC(=O)N(C)c2ccccc2)s1	0.0	0	6	2.6
O=C(Nc1cccc(C(F)(F)F)c1)c1cc2ccccn2n1	0.0	-68	3	0.6
CC(C)C[C@@H]1NC(=O)[C@@H]2C[C@H](NCc3ccc(Cl)cc3)CN2C1=O	-0.1	4	-5	0.3
N#C/C(=C/c1cccc(F)c1)C(=O)NCc1ccco1	-0.1	3	-6	-0.9
CC1(C)CC(C)(O)N(CC(=O)O)C(=S)N1 (centres undefined)	0.1	-5	-10	1.9
NC(=O)COc1ccc(/C=C/c2[nH]c(=O)[nH]c(=O)c2[N+](=O)[O-])cc1	0.0	-3	4	-0.7

Next part:
SMILES	FBW7 act	TEAD-YAP inh	MITF primary	GPR151 ag
O=C(N=C1N=C2C=CC=CN2Cc2ccccc21)c1ccc(S(=O)(=O)N2CCCC2)cc1	0.2	-41	8	-7.5
CN(C(=O)CC1C(=O)NCCN1Cc1ccc(F)cc1Cl)C1CCCCC1 (centres undefined)	-0.2	7	-7	0.0
CC1(c2ccc3ccccc3c2)NC(=O)N(CC(=O)N2CCc3ccccc3C2)C1=O (centres undefined)	-0.1	-21	-2	-0.8
Cn1c(Cc2cccc3ccccc23)n[nH]c1=S	0.7	-5	16	-0.8
CC1CCCCN1C(=O)CN1CCC(c2nc3ccc(Cl)cc3[nH]2)CC1 (centres undefined)	0.1	3	14	-0.1
CC(C)c1ccc(C(=O)Nc2ccc3c(c2)oc2ccccc23)cc1	-0.1	0	2	-1.3
CCCCC(=O)Nc1ccc(S(=O)(=O)N2CCCC2)cc1	0.0	-6	15	-0.5
Cc1ccc(CNC(=O)c2nc(S(C)(=O)=O)ncc2Cl)cc1	0.1	-15	10	1.3
C=C(C)CN(CC)Cc1ccccc1OC	0.0	4	1	0.6
Ic1cccc(-c2nc(-c3ccccn3)no2)c1	-0.1	10	-4	-2.2
COc1ccc(/C=C(/C#N)S(=O)(=O)c2ccc(C)cc2)cc1	0.2	-9	25	-1.2
Fc1ccc(C2C=C(c3ccc(Br)cc3)Nc3nnnn32)cc1Br (centres undefined)	-0.1	2	12	0.3
Cc1nc2sc(C(c3ccc(Cl)cc3)N3CC(C)OC(C)C3)c(O)n2n1 (centres undefined)	1.1	-11	24	-0.4
Cn1c(=O)c(=O)n(C)c2cc(S(=O)(=O)Nc3cc(C(=O)O)cc(C(=O)O)c3)ccc21	-0.1	-7	-4	-1.4
COc1ccc(NC(=O)Nc2ccc(Br)cc2)cc1	0.8	-58	18	4.5
CC(=O)Nc1ccc(N2C(=O)CSC2c2ccc(Cl)c(Cl)c2)cc1 (centres undefined)	-0.4	9	-7	0.2
COc1ccc(NC(=O)C(C)N(c2ccc(C)cc2)S(C)(=O)=O)cc1 (centres undefined)	-0.1	14	7	-0.9
CCc1ccc(/C=N\NC(=O)Cc2cccn2C)cc1	-0.1	-21	-2	1.7
COc1ccc(NC(=O)CN(c2cccc(C(F)(F)F)c2)S(=O)(=O)c2ccccc2)cc1	0.0	0	7	0.3
O=C(Nc1cnn(Cc2ccc(Cl)c(Cl)c2)c1)c1nc2ncccn2n1	-0.1	4	-4	0.6
Cc1n[nH]c(C)c1CCC(=O)Nc1cc(F)ccc1F	0.0	4	-4	2.6
CN1CCN(C2=C(Cl)C(=O)N(c3cccc(C(F)(F)F)c3)C2=O)CC1	-0.1	25	14	0.3

Grouped by structure: those above containing a CF3 group.
SMILES	FBW7 act	TEAD-YAP inh	MITF primary	GPR151 ag
FC(F)(F)c1cccc(OCc2nn[nH]n2)c1	0.0	-1	1	0.7
O=C(Nc1cccc(C(F)(F)F)c1)c1cc2ccccn2n1	0.0	-68	3	0.6
COc1ccc(NC(=O)CN(c2cccc(C(F)(F)F)c2)S(=O)(=O)c2ccccc2)cc1	0.0	0	7	0.3
CN1CCN(C2=C(Cl)C(=O)N(c3cccc(C(F)(F)F)c3)C2=O)CC1	-0.1	25	14	0.3
